S1P3 antagonist = S1P3 receptor antagonists, primary screen, cell-based; actives 0.27% (n = 170,000); CHO S1P3 NFAT-BLA reporter, FRET fluorescence, antagonist mode; inhibition, % at 4.98 µM; Sphingosine 1-phosphate receptor 3 (Homo sapiens), Q99500;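 active = inhibition above the plate cutoff, the mean inhibition of test wells on that plate plus 3 SD, cut at about 28% in these data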;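 note: cells challenged with S1P at its EC80 of 0.8 µM; blue over green emission ratio from cleaved BLA substrate after 4 h stimulation; 0% = S1P-stimulated wells and 100% = unstimulated DMSO-only wells; some compounds past the cut are filed as inactive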
PPARg SRC2 recr = agonists of PPARg-SRC-2 recruitment, primary screen, biochemical, HTS | Peroxisome proliferator-activated receptor gamma (Homo sapiens), P37231 | activation, % at 8 µM | actives 0.34% (n = 200,000) | PPARgamma LBD-SRC-2 recruitment; in the data active = activation above about 22%;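 note: 0% = vehicle and 100% = reference agonist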
Target sequence (P37231 whole entry, looked up, the tested form may be a part): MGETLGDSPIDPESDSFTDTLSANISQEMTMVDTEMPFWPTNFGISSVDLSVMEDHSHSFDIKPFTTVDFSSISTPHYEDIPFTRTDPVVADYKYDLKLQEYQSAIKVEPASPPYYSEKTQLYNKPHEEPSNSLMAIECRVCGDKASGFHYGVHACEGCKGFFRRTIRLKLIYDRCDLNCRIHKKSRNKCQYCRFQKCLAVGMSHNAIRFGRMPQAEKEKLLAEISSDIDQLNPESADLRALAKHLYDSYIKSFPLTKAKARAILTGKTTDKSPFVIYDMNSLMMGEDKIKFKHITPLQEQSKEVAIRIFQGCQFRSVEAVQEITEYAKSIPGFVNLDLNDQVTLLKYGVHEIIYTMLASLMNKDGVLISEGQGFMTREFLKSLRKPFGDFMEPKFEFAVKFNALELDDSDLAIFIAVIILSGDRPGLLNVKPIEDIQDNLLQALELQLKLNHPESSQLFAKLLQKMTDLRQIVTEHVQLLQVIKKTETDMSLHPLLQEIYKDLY
bIAP inh = bovine intestinal alkaline phosphatase inhibitors, primary screen, selectivity assay for TNAP inhibitor project, biochemical, bovine IAP, CDP-star luminescence; alkaline phosphatase, intestinal [Bos taurus]; purified bovine IAP, 30 min; inhibition, % at 20 µM; 190,000 tested, under 10 active;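 active = over 50% inhibition of intestinal alkaline phosphatase at 20 µM in the single-dose screen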
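System: Purified bovine intestinal alkaline phosphatase (IAP) enzyme | Input: IAP diluted 1/65,000,000 in the well | Also added: CDP-star chemiluminescent phosphatase substrate, 30 µM final | Dosing: 20 µM single dose | Times: Enzyme reaction for 30 min at room temperature | Detection: Luminescence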
PPARg SRC-1 ag = PPARgamma agonists recruiting SRC-1 coactivator, primary screen, biochemical; Peroxisome proliferator-activated receptor gamma (Homo sapiens), P37231; PPARgamma-SRC-1 coactivator recruitment biochemical assay; activation, % at 8 µM; actives 0.41% (n = 200,000); AID 631, 2007; in the data active = activation above about 19%;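 note: 0% = DMSO and 100% = reference agonist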
ROMK primary = ROMK potassium channel modulators, primary screen, cell-based, thallium flux, MLSMR library | ATP-sensitive inward rectifier potassium channel 1 (Homo sapiens), P48048 | Tet-inducible ROMK, thallium flux fluorescence; actives lie on both sides | B-score at 10 µM | actives 2% (n = 130,000) | AID 1918, 2009;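 active = signal ratio slope over the read window, or its plate-corrected B-score, at least 3 SD from the plate mean, either direction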;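 note: B-score of the F/F0 ratio slope over 7 to 12 s after thallium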
Target sequence (P48048 whole entry, looked up): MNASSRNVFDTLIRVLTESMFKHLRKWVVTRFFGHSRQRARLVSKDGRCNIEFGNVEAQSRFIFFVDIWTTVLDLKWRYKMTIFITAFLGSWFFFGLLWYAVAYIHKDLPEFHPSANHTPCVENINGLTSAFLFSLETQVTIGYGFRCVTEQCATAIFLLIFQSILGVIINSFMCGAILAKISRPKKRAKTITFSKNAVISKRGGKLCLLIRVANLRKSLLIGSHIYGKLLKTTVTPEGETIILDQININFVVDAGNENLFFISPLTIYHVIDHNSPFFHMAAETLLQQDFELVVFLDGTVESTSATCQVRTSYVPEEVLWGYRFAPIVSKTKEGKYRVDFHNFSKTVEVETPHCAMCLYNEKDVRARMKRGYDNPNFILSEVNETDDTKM
Lmaj promast = Leishmania major promastigote growth inhibition, primary screen; AID 1063, 2008; Leishmania major promastigotes, resazurin fluorescence viability; actives 9% (n = 200,000); inhibition, % at 10 µM; in the data active = inhibition above about 50%;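 note: promastigotes grown with compound for 44 hours at 28 °C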
DTT redox prof = compounds producing H2O2 with reducing agent – biochemical, NIH compound library profiling, artefact control for MLSCN library redox annotation, primary screen. DTT-dependent redox cycling H2O2, phenol red/HRP absorbance; 100% = 100 µM peroxide control, 0% = buffer. activation, % at 10 µM. actives 0.03% (n = 200,000). AID 878, 2007;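 active = activation of at least 50% relative to the plate's high and low controls in the primary single-dose screen; inactive = activation below 50%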;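 note: compound incubated with DTT at 0.8 mM final as the reducing agent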
TLR4 MyD88 comp = inhibitors of TLR4-MyD88 association in cells, primary screen, cell-based, HeLa CL3-4, BLA complementation, FRET ratio | HeLa CL3-4 TLR4/MyD88 BLA complementation | inhibition, % at 8.4 µM | actives 0.18% (n = 200,000); in the data active = inhibition above about 25%;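 note: 0% = vehicle and 100% = reference inhibitor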
bIAP activator = bovine intestinal alkaline phosphatase activators, primary screen, biochemical, bovine IAP, CDP-star luminescence; purified bovine IAP, 30 min; hits give high values; fold of DMSO-control signal, blank-subtracted; activation factor at 20 µM; actives 0.17% (n = 200,000); AID 1016, 2008;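 active = activation factor of 2 or more at 20 µM, a signal rise over negative controls twice the positive control's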
SRC2 TRFRET art = TR-FRET signal artefacts, primary screen, artefact control for PPARgamma SRC-2 agonist project, biochemical | TR-FRET artefact counter-screen; hits give high values | TR-FRET ratio at 8 µM | actives 0.4% (n = 200,000) | AID 1049, 2008; in the data active = TR-FRET ratio above about 2000; note: inactives centre near 1500
PPARg SRC3 recr = PPARgamma agonists recruiting SRC-3 coactivator, primary screen, biochemical; Peroxisome proliferator-activated receptor gamma (Homo sapiens), P37231; biochemical PPARgamma/SRC-3 coactivator recruitment assay; activation, % at 8 µM; actives 0.26% (n = 200,000); AID 731, 2007; in the data active = activation above about 23%;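 note: 0% = DMSO and 100% = reference agonist; some compounds past the cut are filed as inactive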
Numbers without * were called inactive; . = not tested or not shown.

SMILES	S1P3 antagonist	PPARg SRC2 recr	bIAP inh	PPARg SRC-1 ag	ROMK primary	Lmaj promast	DTT redox prof	TLR4 MyD88 comp	bIAP activator	SRC2 TRFRET art	PPARg SRC3 recr
O=C(N/N=C1\C2CN3CCN(C2)CC1(c1ccccc1)C3)Nc1ccccc1	-10	12	-16	4	-1.9	4	-2.6	0	1.2	1703	5
COc1ccc(/C=C(/NC(=O)c2ccc(C)cc2)c2nc3ccccc3[nH]2)cc1OC	.	-1	0	-4	.	16	14	-2	1	1632	-1
CC1CCCN(C(=O)c2cc(N3C(=O)C4C5CCC(C5)C4C3=O)ccc2Cl)C1 (stereo not given)	-1	0	-35	5	-0.11	-4	0.1	-6	1.4	1553	3
Cc1nc2ccc(F)cc2cc1C(=O)NCc1ccco1	9	-4	1	4	.	-2	1.9	2	1	1528	-9
O=C1CCCC2=C1C(c1cn(-c3ccccc3)nc1-c1cccs1)c1c([nH]c(=O)[nH]c1=O)N2 (stereo not given)	.	-6	4	-2	.	-6	0.7	8	1	1585	4
CCCN=C1NC(=O)C(CC(=O)NCCc2ccccc2)S1 (stereo not given)	-19	0	-4	5	0.0068	-6	-2.0	0	1	1605	3
COc1ccc(OC)c(Nc2nc(-c3cccc([N+](=O)[O-])c3)nc3ccccc23)c1	.	10	-1	1	.	3	2.2	0	1	1572	4
CCOc1ccc(CCNC(=O)c2cc3ccccn3n2)cc1OCC	.	-3	6	6	.	-1	-1.5	-10	0.9	1699	8
CC(=O)NC(Cc1c[nH]c2ccccc12)C(=O)N/N=C/c1ccccc1 (stereo not given)	-13	8	6	-3	0.59	10	-0.3	-3	0.9	1616	3
COC(=O)c1cc(C(=O)N(Cc2ccccc2)c2ccccn2)cc([N+](=O)[O-])c1	-1	-1	-1	8	0.24	8	-0.1	0	1	1564	3
COc1cccc(/C=N/NC(=O)CN2C(=O)NC3NC(=O)NC32)c1 (stereo not given)	-31	-5	-12	-6	.	-6	0.4	-17	1.1	1601	2
O=C(COC(=O)c1ccc2ccccc2n1)NCc1ccccc1	-13	2	17	-1	0.52	6	-2.2	2	0.8	1551	-2
CC(=O)Nc1cccc(NC(C)=C(C#N)C#N)c1	-6	-8	42	3	0.051	1	-0.1	-13	0.6	1359	-4
O=S(=O)(c1ccccc1)N1C2CCC1CC(O)(c1cccnc1)C2 (stereo not given)	-23	16	1	6	0.047	-2	-1.5	-10	1	1542	-2
O=C(NCC(=O)N(Cc1ccccc1)C(C(=O)NC1CCCC1)c1cccnc1)c1ccco1 (stereo not given)	.	4	13	-2	.	-4	0.5	0	0.9	1618	-5
O=C(CSc1nnc(CNC(=O)c2ccccc2F)o1)NCCc1ccccc1	.	0	5	3	-0.78	-3	-1.0	0	0.9	1571	11
Cc1ccn2c(=O)cc(C)nc2c1	-8	0	-19	6	-0.86	-2	-0.3	-3	1.2	1486	-3
CCCn1nnnc1NCc1c(F)cccc1Cl	-3	-2	9	4	0.3	-7	-0.1	-5	0.9	1494	6
COCc1nnc(NC(=O)C(C)C)s1	7	4	6	6	1.1	-5	-0.4	-4	0.9	1534	12
O=C(NCCN1CCCC1)c1ccc(CS(=O)(=O)c2c(Cl)cccc2Cl)o1	24	1	3	-2	.	-4	0.2	3	1	1385	-4
N/C(=N\OC(=O)c1ccc(Br)cc1)c1ccncc1	-9	3	-7	10	-0.21	3	2.6	-2	1.1	1548	0
Cc1cccc(N=Nc2c(C)c(C#N)c(O)[nH]c2=O)c1	0	4	14	5	-0.19	-3	1.1	-5	0.9	1777	-4
COc1cccc(C(=O)Nc2ccc(S(=O)(=O)Nc3cc(C)nc(C)n3)cc2)c1	-18	9	4	4	0.99	-5	-1.0	6	1	1528	-1
Cc1cccc(S(=O)(=O)NCCc2ccccc2)c1	-15	7	14	4	-0.0088	-9	0.6	-1	0.9	1606	6
CCCCNC(=O)CSc1nc2ccccc2n1S(=O)(=O)c1ccc(Br)cc1	-8	11	9	5	-0.69	-3	0.1	-13	0.9	1974*	-2
CC(=O)Nc1ccc(NC(=O)CSc2ccc3nnc(CCNC(=O)c4ccccc4)n3n2)cc1	2	-7	-1	-1	-0.16	-6	-1.8	9	1	1425	-4
CCN(CC)Cc1c(C(=O)OC)nnn1-c1nonc1N	.	0	4	-4	1.6	-1	0.1	0	1	1620	8
O=C(NCc1ccccc1)c1cccc(S(=O)(=O)N2CCOCC2)c1	.	1	10	-4	-0.47	3	0.1	-9	0.9	1479	-3
O=C(Cn1ncc2c(=O)oc3ccccc3c21)N1CCCN(Cc2ccccc2F)C1	-26	2	8	-4	.	-4	-0.2	-2	0.9	1660	2
CCC(c1nnnn1C(C)(C)CC)N(CCCO)Cc1cc2cc(C)cc(C)c2[nH]c1=O (stereo not given)	-12	4	0	4	.	17	-1.3	2	1	1835	0
Cc1c(C(=O)N/N=C/c2ccncc2)no[n+]1[O-]	10	5	11	-2	-0.0064	-7	-0.4	-8	0.9	1561	0
Cc1cc(C)n2cc(CSc3nnc(-c4ccccc4)o3)nc2n1	20	7	2	4	.	-1	2.2	-5	1	1435	-9
COc1ccc(OC)c(/C=N/NC(=O)c2ccc(N(C)S(=O)(=O)c3ccccc3)cc2)c1	9	5	7	0	0.081	99*	-0.1	1	0.9	1605	5
CCCN=C1CC(C)(C)CC(=O)/C1=C(/O)CCC	-8	7	-25	6	-0.079	-1	-1.6	-4	1.2	1384	6
CC(C)(C)NC(=O)C(c1ccc(F)cc1)N(Cc1ccccc1Cl)C(=O)c1ccn[nH]1 (stereo not given)	-22	8	-112	5	-0.41	6	-0.6	-12	2.1*	1426	0
CN(C)c1oc(-c2ccccc2)nc1C#N	.	-4	6	6	.	21	0.8	13	0.9	1555	8
CCc1ccc(NC(=O)C(=S)NC2CCCCC2)cc1	1	4	2	11	-0.043	1	0.9	-14	1	1707	8
Cc1cc(C(=O)CSc2nc(N)cc(N)n2)c(C)n1C1CC1	-4	-6	-7	0	0.24	10	-0.2	-20	1.1	1546	3
O=C(Nc1ccc(C(=O)N2CCOCC2)cc1)c1cc(-c2cccnc2)nc2ccc(Br)cc12	-3	-3	-1	6	0.52	7	-0.5	11	1	1318	-1
CC(=O)c1cc(F)c(N2CCN(C(=O)Cc3ccccc3)CC2)cc1C	9	11	-5	-2	.	-1	2.4	13	1.1	1488	-9
CC1(C)CC(=O)/C(=C(\O)Cc2ccccc2)C(=NCCCCCC(=O)O)C1	-12	8	12	0	.	-5	0.5	3	0.9	1592	0
C=CCc1cccc2cc(C(=O)N3CCN(C(=O)c4ccco4)CC3)c(=O)oc12	-6	1	-2	10	-0.47	-9	0.0	-7	1	1559	1
Cc1ccc(C)c(NC(=O)CCN2CCOCC2)c1	10	-4	-6	-5	.	-1	-0.3	-5	1.1	1652	2
Cc1ccc(S(=O)(=O)CC2CSc3nc4ccccc4n32)cc1 (stereo not given)	.	2	10	5	.	-7	0.2	-22	0.9	1503	-6
CC(=O)Nc1sc(-c2ccccc2)nc1-c1ccccc1	10	14	11	5	.	12	-0.6	5	0.9	1673	3
COc1ccc(/C=N/NC(=O)c2ccc(=O)n(C)c2)cc1OC	-7	5	-4	10	0.061	3	-1.2	-3	1	1601	4
Cc1cc(C)cc(NC(=O)Nc2ccc3c(c2)N(C)C(=O)CS3)c1	.	-3	0	7	.	12	-1.5	-10	1	1631	6
COc1cccc(/C=C/C(=O)c2cccc([N+](=O)[O-])c2)c1OC	-1	10	1	-4	0.69	100*	-1.7	13	1	1661	3
CCOc1cc(S(=O)(=O)NCCc2cccc(C)c2)c(OCC)cc1-n1cnnn1	-4	4	-2	7	-1.5	34	-0.1	4	1	1639	0
O=C(COC(=O)c1cnccn1)c1ccc(OC(=O)c2ccccc2)cc1	-23	6	11	14	.	-3	2.2	-5	0.9	1530	10
CCC(Sc1nc2c(cnn2-c2ccc(Cl)cc2)c(=O)[nH]1)C(=O)OC (stereo not given)	1	0	6	3	.	-5	0.4	4	0.9	1503	0
CCOC(=O)Cn1nnc2c(sc3nc4c(c(-c5ccc(Cl)cc5)c32)CCC4)c1=O	.	-2	2	1	.	13	-4.2	-14	1	1557	0
O=[N+]([O-])c1ccc(N/N=C/c2c[nH]c3ccccc23)c(S(=O)(=O)Nc2ccc(Cl)cc2)c1	.	-3	.	-2	2.6	24	-0.7	57*	0.3	1434	-7
O=C(Cc1n[nH]c(=O)[nH]c1=O)N/N=C/c1ccccc1	.	11	7	-3	.	-6	-4.9	2	0.9	1745	16
COc1ccc2cc(C(c3nnnn3CC3CCCO3)N3CCOCC3)c(=O)[nH]c2c1 (stereo not given)	8	9	7	0	.	-9	-1.9	2	0.9	1547	3
Cc1cccc(NC(=O)c2ccc(N3CCCCC3)c([N+](=O)[O-])c2)n1	.	8	11	12	-0.36	12	-5.4	15	0.9	1712	12
CSc1cccc(NC(=O)/C=C/c2ccco2)c1	-15	-1	-10	3	-0.071	0	-0.9	0	1.1	1960	7
O=C(CNC(c1ccccc1)c1ccccc1)Nc1ccc(F)cc1	3	1	25	-10	-0.39	2	0.3	-13	0.7	1287	-7
Cc1cc(C)cc(N(C(=O)CNS(=O)(=O)c2ccccc2)C(C(=O)NCc2ccccc2)c2ccc(C)o2)c1 (stereo not given)	5	12	21	0	.	55*	-0.3	1	0.8	1480	5
CCOC(=O)Cc1csc(N(C)C)n1	-9	3	-3	1	-0.25	-2	-0.8	-14	1	1720	1
O=C(Cc1ccccc1)NNC(=O)Cc1ccccc1	-5	7	-2	-6	0.23	-1	-1.1	-1	1	1543	-3

3 compounds from above, sorted by their value in bIAP inh, smallest number first.
SMILES | bIAP inh
CSc1cccc(NC(=O)/C=C/c2ccco2)c1 | -10
O=C(Cc1n[nH]c(=O)[nH]c1=O)N/N=C/c1ccccc1 | 7
Cc1c(C(=O)N/N=C/c2ccncc2)no[n+]1[O-] | 11

Compound activity (PubChem)
